Screening data: PubChem BioAssay, several laboratories
Pemphigus Ab inh: blocks pemphigus antibody binding to human desmoglein-3. 310,000 compounds, 0.48% hits. binding (percent of control), % at 10 µM. P32926. AID 588358. DSG3-coupled beads, scFv-anti-DSG3-GFP binding, flow cytometry; hits give low values;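 active = binding more than 3 SD below its plate's average and above zero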;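 note: hits lower antibody fragment binding to DSG3; some compounds called inactive have numbers as strong as hits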
HTR5A ag: activates human HTR5A in OPRM1-OPRD1 agonist counter-screen; P47898; HTR5A agonist assay, luminescence, cell-based; activation, % at 9.3 µM; 340,000 compounds, 0.61% hits; AID 504692; in the data active = activation mostly above about 9.5%, no sharp cut-off; inactive = mostly below about 7.6%;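 note: 0% = cells with vehicle only and 100% = reference agonist; strong numbers were not always called active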
Target sequence (P47898 whole entry, looked up): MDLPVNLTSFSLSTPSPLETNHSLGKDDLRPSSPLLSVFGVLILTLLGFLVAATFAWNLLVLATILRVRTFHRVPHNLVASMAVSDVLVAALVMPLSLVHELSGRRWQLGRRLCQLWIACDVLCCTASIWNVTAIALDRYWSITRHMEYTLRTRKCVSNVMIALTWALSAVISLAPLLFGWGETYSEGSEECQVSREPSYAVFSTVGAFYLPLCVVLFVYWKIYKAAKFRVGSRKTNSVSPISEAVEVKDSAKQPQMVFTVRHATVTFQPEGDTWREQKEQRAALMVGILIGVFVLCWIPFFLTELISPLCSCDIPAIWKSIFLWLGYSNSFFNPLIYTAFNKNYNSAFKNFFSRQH
PfHsp90 yeast 2: reduces growth (ATP signal) of yeast expressing P. falciparum Hsp90. 310,000 compounds, 0.32% hits. AID 504621. inhibition, % at 9.4 µM. S. cerevisiae expressing PfHsp90, BacTiter-Glo ATP, 48 h; yeast lacking PDR1 and PDR3 efflux regulators;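 active = every replicate shows inhibition above about 80%, whatever the replicate mean, limit read from the data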;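 note: 0% = DMSO neutral controls and 100% = 20 µM radicicol positive controls; yeast relying on Plasmodium falciparum Hsp90 in place of its own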
phage Ecoli inh: E. coli growth loss with phage present | 360,000 compounds, 0.26% hits | inhibition, % at 11.9 µM | AID 651602 | growth absorbance; in the data active = inhibition above about 11%
MOR-DOR inv ag: inverse agonist of human OPRM1-OPRD1 heterodimerization | cell-based MOR-DOR heterodimer luminescence, inverse agonism | P35372+P41143 | 340,000 compounds, 0.21% hits | inhibition, % at 9.3 µM; in the data active = inhibition above about 22%, passing the limit was not always enough;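 note: 0% = cells with DMSO and 100% = wells without cells with DMSO; values of inactives mirror those of a sister screen read the other way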
HTR5A inv ag: inverse agonist of human HTR5A in OPRM1-OPRD1 counter-screen. P47898. HTR5A cell line, luminescence, inverse agonism. inhibition, % at 9.3 µM. 340,000 compounds, 0.083% hits; in the data active = inhibition mostly above about 23%, no sharp cut-off; inactive = mostly below about 18%;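 note: 0% = cells with DMSO and 100% = no-cell wells with DMSO; some compounds called inactive have numbers as strong as hits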
E coli growth: counter-screen for AddAB inhibitors: E. coli growth inhibition. E. coli V3065 growth, OD600 absorbance, 18 h. inhibition, % at 11.9 µM. 330,000 compounds, 0.27% hits;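 active = inhibition above the campaign's mean inhibition across all tested compounds plus 3 SD, cut at about 9.9% in these data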;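 note: uninfected addAB+ strain grown without phage in ampicillin broth; 0% = DMSO wells and 100% = ciprofloxacin 0.95 µg/ml wells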
AddAB inh: less growth of phage-infected E. coli with AddAB. E. coli expressing H. pylori AddAB, absorbance growth. AID 435030. inhibition, % at 11.9 µM. 330,000 compounds, 0.29% hits; in the data active = inhibition above about 12%;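 note: 0% = vehicle wells of infected cells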
Mot1-301 SUMO: SUMOylation pathway inhibition by Mot1-301 growth rescue. S. cerevisiae Mot1-301 growth rescue, ATP luminescence, 38.5C; percent above DMSO median, 100 means doubled. growth rescue, % at 18.8 µM. 320,000 compounds, 1% hits. AID 2716;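 active = every valid replicate shows activation above 250% relative to neutral control wells; inactive = the rest, any valid replicate at or below 250%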;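 note: OY570 slx delta 5 strain wells were the positive control but not used for scaling; some compounds called inactive have numbers as strong as hits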
PKA-R1A activ: PKA-R1A complex activation. 340,000 compounds, 0.083% hits. P00514+P68181. activation, % at 11.4 µM. PKA-R1A dissociation, Cy5-IP20 fluorescence polarization; scaled: DMSO 0%, 113 µM cGMP 100%. AID 504707;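 active = percent activation above the mean of all tested compounds plus 3 SD, cut at about 19% in these data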;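 note: higher means more PKAc released from R1A so a rise in polarization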
MOR-DOR ag: OPRM1-OPRD1 heterodimerization agonism; P35372+P41143; cells, luminescence; activation, % at 9.3 µM; 340,000 compounds, 0.3% hits; AID 504326; in the data active = activation above about 18%;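 note: 0% = vehicle-treated cells and 100% = reference agonist; values of inactives mirror those of a sister screen read the other way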
Active calls of the source: *; x = no result given; & = joins results of further samples.

SMILES	Pemphigus Ab inh	HTR5A ag	PfHsp90 yeast 2	phage Ecoli inh	MOR-DOR inv ag	HTR5A inv ag	E coli growth	AddAB inh	Mot1-301 SUMO	PKA-R1A activ	MOR-DOR ag
CCN(C(=O)CSc1nc2ccc(O)cc2c(=O)n1-c1ccc(OC)c(OC)c1)C1CCS(=O)(=O)C1 (stereo unspecified)	99	2	-19	4.9	9	-13	x	x	x	-11	-1.4
CCCCOc1ccc(/C(O)=C2/C(=O)C(=O)N(CCCOC)C2c2ccncc2)cc1 (stereo unspecified)	82	5	-8	2.8	10	-11	2.5	0.7	1	-12	-1.8
Fc1ccc(C(Nc2ccccn2)c2c[nH]c3ccccc23)cc1 (stereo unspecified)	97	-3	-8	3.2	-4	10	-1.6	-1.1	-8	-5	0.5
O=C(c1ccco1)c1cn[nH]c1-c1ccc(Cl)cc1O	103	0	9	2.7	19	2	0.8	-0.6	4	-4	-3.3
COc1ccc(-c2cc(-c3cc(OC)ccc3O)[nH]n2)cc1	113	2	x	4.1	-19	12	1.6	3.1	2	15	3.2
COc1cc(C(C(=O)NC(C)(C)C)N(Cc2ccc3c(c2)OCO3)C(=O)c2cnccn2)cc(OC)c1OC (stereo unspecified)	100	1	6	1.9	6	5	0.8	0.4	-12	-3	-1.0
COc1ccc(N2CCN(C(=O)NCc3ccc(OC)c(OC)c3)CC2)cc1	x	3	9	2.4	11	-3	0.6	1.8	218	4	-1.8
CCOC(=O)N1CCN(Cc2cn[nH]c2-c2cc3ccccc3o2)CC1	106	1	x	-0.2	-5	-43	0.8	1.7	x	-17	1.0
Cc1ccc(Cn2cnc3sc4c(c3c2=O)CCC4)c(C)c1	111	2	-13	1.0	-19	23	0.2	1.7	x	-2	3.3
Cc1ccccc1N1C(=O)C2C3C=CC(C2C1=O)N(C)C3=O (stereo unspecified)	102	0	-51	3.4	8	2	-3.5	2.4	-5	-17	-1.5
COc1ccccc1CNC(=O)/C(C#N)=C/c1ccc(OC)c(OC)c1OC	108	0	13	1.7	5	0	-1.7	-0.8	82	-3	-1.2
CC1C(=O)N(Cc2ccc([N+](=O)[O-])cc2)c2ccccc2N1C(=O)c1c(F)cccc1F (stereo unspecified)	95	-7	11	3.3	3	26	-0.9	-0.2	-7	-7	-0.6
Cc1cccc(C(=O)NC(=S)N(C)C2CCCCC2)c1	105	-1	4	-2.8	9	-5	0.8	-1.8	3	-5	-1.3
Cc1ccc(C(=O)NC2CCCc3c2cnn3-c2ccc(F)cc2F)cn1 (stereo unspecified)	x	8	-9	2.5	-7	-30	-2.4	-1.5	0	1	1.2
COCCN(Cc1ccccc1)C(=O)c1c(C)nn(-c2ccccc2)c1C	103	-4	-13	2.5	12	8	-1.0	0.9	-15	-1	-2.2
CCN(c1ccc(OC)cc1)S(=O)(=O)c1ccc2c(c1)NC(=O)CS2	106	2	2	2.4	8	15	1.0	6.3	-4	6	-1.5
NC(=O)CSc1nnc(-c2ccncc2)o1	84	9	-5	3.4	7	-31	-1.5	3.1	-10	-14	-1.2
COC(=O)c1cc(=O)c2c([N+](=O)[O-])ccc(OC)c2o1	94	2	27	1.8	23	-5	0.0	2.7	-5	2	-4.3
COc1ccc(Cc2c(O)nc[nH]c2=O)cc1	98	-2	-17	2.0	-2	-1	2.4	2.5	9	6	0.5
Cc1cc(C(=O)OCC(=O)N2C(C)CCCC2C)c(C)o1 (stereo unspecified)	x	-4	17	0.0	19	-18	-0.3	3.3	0	1	-4.7
CCOc1ccccc1CNC(=O)CCCc1cn(C)c2ccccc12	97	-1	-26	4.3	2	3	1.0	-0.6	14	-4	-0.3
C[C@H]1C(=O)N(C)CCN1C(=O)c1ccccc1OC1CCN(S(C)(=O)=O)CC1	105	-4	-1	4.7	-2	-8	2.7	1.7	-23	4	0.4
CCCCCCCC(=O)OCC(=O)[C@@]1(O)CC[C@H]2[C@@H]3CCC4=CC(=O)CC[C@]4(C)[C@H]3[C@@H](O)C[C@@]21C	100	8	5	4.4	-11	-29	-0.9	1.4	-24&98	6	2.0
O=c1cc(-c2ccc(O)c(-c3c(O)cc(O)c4c(=O)cc(-c5ccc(O)cc5)oc34)c2)oc2cc(O)cc(O)c12	100	-4	-6	5.1	11	-40	1.8	6.9	-15	0	-2.0
CCOC(=O)N1CCN(C(=O)c2ccc(N(Cc3ccccc3Cl)S(C)(=O)=O)cc2)CC1	95	3	-27	1.0	3	-11	-1.6	-2.9	0	-1	-0.7

Further results:
SMILES	Pemphigus Ab inh	HTR5A ag	PfHsp90 yeast 2	phage Ecoli inh	MOR-DOR inv ag	HTR5A inv ag	E coli growth	AddAB inh	Mot1-301 SUMO	PKA-R1A activ	MOR-DOR ag
NS(=O)(=O)c1cccc(NC(=O)COC(=O)CCCc2c[nH]c3ccccc23)c1	107	-3	-8	1.6	-2	-2	2.3	1.6	-6	-7	0.4
Cc1ccc(NC(=O)C2CCCN(C(=O)c3ccc(Cl)cc3)C2)cc1C (stereo unspecified)	102	4	-10	4.2	-2	-9	1.0	0.8	194	-8	0.3
CCCCCCC(=O)N1CCCC(c2nc(-c3cccc(OC)c3)no2)C1 (stereo unspecified)	101	2	22	-1.1	-13	-7	-0.8	-0.7	8	-13	2.6
FC(F)(F)c1ccc(CN2C[C@@H]3C(c4ccccc4)C4(c5cccnc5)CC3(C4)[C@H]2c2ccccc2)cc1 (stereo partly specified)	98	1	x	5.7	3	2	-0.2	-1.1	17	5	-0.6
O=C(CSc1nc2ccccc2c(=O)[nH]1)N1CCCCC1	96	8	7	1.3	12	-24	-0.5	1.2	-8	-1	-2.0
O=C(Cc1ccc(Cl)c(Cl)c1)Nc1ccc(S(=O)(=O)Nc2ncccn2)cc1	103	2	14	2.7	0	-13	0.3	-0.6	85	-6	-0.1
CC(NC(=O)CCl)c1ccc(Cl)c(Cl)c1 (stereo unspecified)	97	0	23	3.9	25	1	-1.8	1.7	38	-7	-4.9
CC(=O)NC12CC3CC(C1)CC(C(=O)N1CCN(S(=O)(=O)c4ccccc4C#N)CC1)(C3)C2	119	-1	2	0.2	12	4	x	x	x	4	-2.4
N=C1SCC(=O)N1c1ncc(Cc2ccccc2Cl)s1	87	-1	-38	-3.9	14	-48	x	x	x	2	-2.8
O=C(NCCc1csc(-c2ccccc2)n1)c1c(F)cccc1F	114	-2	4	3.0	11	-12	-2.0	1.6	-9	-9	-1.9
CC(C)(C)CC(=O)NC(=S)NCc1ccccc1	97	6	-8	3.5	-42	-10	1.4	-1.5	7	2	7.8
COc1ccc(N2C(=O)CCC2=O)cc1	95	1	x	3.4	8	-3	-1.1	0.8	1	10	-1.7
CCOC(=O)N1CCN(CC(O)COc2ccccc2C(C)(C)C)CC1 (stereo unspecified)	x	0	4	0.6	-34	-13	0.3	1.3	-4	-4	6.7
Cc1cc(NC(=O)c2ccc(-c3ccccc3[N+](=O)[O-])o2)no1	x	4	2	2.4	1	-11	1.1	4.2	23	10	-0.1
CCOC(=O)c1c(NC(=O)c2ccccc2Cl)sc2c1CCc1ccccc1-2	89	1	21	3.9	-8	12	0.9	2.0	-12	1	1.6
N#Cc1ccc(OCc2nnc(-c3ccc([N+](=O)[O-])cc3)o2)cc1	100	1	-19	4.8	-14	-3	-0.3	2.1	-7	0	2.8
Cc1ccc(Cl)cc1NC(=O)COC(=O)c1ccc(CN2CCCC2=O)cc1	105	-1	-8	-0.2	5	9	0.5	0.6	5	-6	-1.4
CN(Cc1nc2ccccc2c(=O)[nH]1)C(=O)c1cccc(NC(=O)c2cccs2)c1	97	-3	18	3.2	12	11	-2.8	-0.9	x	-1	-2.4
O=C(O)CC(Cc1ccc(Cl)cc1)C(=O)NCC12CC3CC(CC(C3)C1)C2 (stereo unspecified)	100	2	-13	2.4	13	-9	-0.5	-0.5	-7	10	-2.8
CN(Cc1nc(-c2cccc(Cl)c2)no1)C1CCOCC1	88	3	7	1.5	7	-19	-1.8	2.1	192	-6	-1.3
CCOc1ccc(NC(=S)NC(=O)/C=C/c2ccco2)cc1	107	-1	-4	-1.4	-18	10	0.3	-0.1	-13	-5	3.6
O=C(O)CCc1nn2c3ccccc3n(CC(=O)O)c2nc1=O	98	-12	14	3.4	10	-25	-0.4	0.5	-27	-4	-2.1
Cc1ccc(OCc2nc3ccccc3n2C)cc1	107	2	9	2.0	7	-8	-0.4	3.5	19	-9	-1.5
CC(C)(C)c1ccc(-c2nnc3sc(-c4ccccn4)nn23)cc1	106	2	x	2.7	1	-4	-2.4	1.4	1	5	-0.3
COC(=O)c1ccc(Cn2cc(Cl)cn2)o1	106	8	5	0.1	18	-32	1.0	-0.5	316	1	-3.7
Cc1ccc(S(=O)(=O)N2CCOCC2)cc1C(=O)N1C(=O)c2cccc(N)c2C1=O	106	-5	x	-0.6	-15	9	-0.8	-1.9	10	8	2.5
CC(=O)Nc1ccc(NC(=O)CSC2=NS(=O)(=O)c3cc(Cl)ccc3N2)cc1	113	2	x	1.5	2	7	1.8	-0.6	-5	3	-0.3

A section taken from the entries so far:
SMILES	Pemphigus Ab inh	HTR5A ag	PfHsp90 yeast 2	phage Ecoli inh	MOR-DOR inv ag	HTR5A inv ag	E coli growth	AddAB inh	Mot1-301 SUMO	PKA-R1A activ	MOR-DOR ag
CN(Cc1nc(-c2cccc(Cl)c2)no1)C1CCOCC1	88	3	7	1.5	7	-19	-1.8	2.1	192	-6	-1.3
CCOc1ccc(NC(=S)NC(=O)/C=C/c2ccco2)cc1	107	-1	-4	-1.4	-18	10	0.3	-0.1	-13	-5	3.6
O=C(O)CCc1nn2c3ccccc3n(CC(=O)O)c2nc1=O	98	-12	14	3.4	10	-25	-0.4	0.5	-27	-4	-2.1
Cc1ccc(OCc2nc3ccccc3n2C)cc1	107	2	9	2.0	7	-8	-0.4	3.5	19	-9	-1.5
CC(C)(C)c1ccc(-c2nnc3sc(-c4ccccn4)nn23)cc1	106	2	x	2.7	1	-4	-2.4	1.4	1	5	-0.3
COC(=O)c1ccc(Cn2cc(Cl)cn2)o1	106	8	5	0.1	18	-32	1.0	-0.5	316	1	-3.7
Cc1ccc(S(=O)(=O)N2CCOCC2)cc1C(=O)N1C(=O)c2cccc(N)c2C1=O	106	-5	x	-0.6	-15	9	-0.8	-1.9	10	8	2.5
CC(=O)Nc1ccc(NC(=O)CSC2=NS(=O)(=O)c3cc(Cl)ccc3N2)cc1	113	2	x	1.5	2	7	1.8	-0.6	-5	3	-0.3
